MEKK3 PB1 HTS – modulators of MEKK3-MEK5 PB1 binding, primary screen, biochemical, wildtype MEKK3, multiplex bead flow cytometry, Alexa488-MEK5; binding response (% of control), % at 10 µM; 290,000 tested, 1.4% active; Mitogen-activated protein kinase kinase kinase 3 (Homo sapiens), Q99759; bead-based flow cytometry, Alexa488-MEK5 binding to MEKK3; actives lie on both sides; 0 = blocked by unlabeled MEK5, 100 = vehicle;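 active means binding response more than 3 SD above or below the average of its plate-row segment, actives on both sides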;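 further: Alexa488 bead fluorescence after subtracting the streptavidin-only scavenger bead signal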
FID counter – compounds displacing fluorescent DNA intercalator, primary screen, artefact control for HCV NS3 helicase inhibitor project, biochemical, FID fluorescence; DNA fluorescent intercalator displacement; inhibition, % at 7.9 µM; 290,000 tested, 0.17% active; in the data active means inhibition above about 37%;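 further: 0% = vehicle and 100% = reference compound; higher means more ethidium bromide displaced from hairpin DNA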
NS3 helicase inh – inhibitors of HCV NS3 helicase, primary screen, biochemical, Cy5 molecular beacon fluorescence; Hepatitis C virus NS3 helicase; NS3 helicase DNA unwinding; inhibition, % at 10.9 µM; 290,000 tested, 0.56% active; AID 1800, 2009;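 active means inhibition above the mean of all tested compounds plus 3 SD, set per campaign, cut at about 35% in these data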;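 further: 0% = DMSO wells and 100% = thioflavine S control wells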
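Assay system – hepatitis C virus NS3 helicase domain fragment enzyme · Buffer or medium – MOPS pH 6.5, MgCl2, DTT, Tween20, BSA · Reagent – Cy5/quencher beacon DNA duplex and ATP to start · Compound – single 10.9 µM dose · Timing – 1 h at 25 °C · Technique – Cy5 beacon fluorescence read at start and 1 h · Measure – % inhibition of unwinding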
SUMO HTRF inh – inhibitors of in vitro SUMOylation cascade, primary screen, biochemical, HTRF, uHTS; HTRF SUMOylation assay, SAE1/SAE2 + UBC9; inhibition, % at 35 µM; 290,000 tested, 0.36% active; in the data active means inhibition above about 50%, passing the limit was not always enough; further: strong numbers were not always called active
VIM-2 inh – VIM-2 metallo-beta-lactamase inhibitors, primary screen, biochemical, epi-absorbance readout, Pseudomonas aeruginosa enzyme. purified VIM-2, nitrocefin hydrolysis, epi-absorbance fluorescence. inhibition, % at 5.6 µM. 290,000 tested, 0.89% active. AID 1527, 2009;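 active means inhibition above the mean of all tested compounds plus 3 SD, cutoff set per screening run, cut at about 7.5% in these data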;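 further: red hydrolysis product quenches plate fluorescence so inhibitors raise well fluorescence; 0% = enzyme with DMSO and 100% = DMSO without enzyme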
IDE act – human IDE activators in live cells, primary screen, fluorescence polarization, HEK cells, FAbeta-B substrate. FAbeta-B cleavage; 0% vehicle, 100% cell-free pure enzyme wells. activation, % at 5.96 µM. 340,000 tested, 0.073% active;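 active means activation above the mean of all tested compounds plus 3 SD, set per screening campaign, cut at about 17% in these data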
p-CIP stab down – p/CIP-EGFP fusion destabilizers, primary screen, fluorescence, F442A cells; 16 h; decrease of EGFP signal, % at 10 µM; 290,000 tested, 0.01% active;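 active means EGFP signal decrease of at least 30% at 10 µM or well 3 SD below plate mean, unless failing retest; inactive means the rest, including hits failing retest or dose response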; further: some compounds called inactive have numbers as strong as hits; many of its hits are not listed in these tables
PHOSPHO1 block – PubChem AID 1565; 290,000 tested, 1.1% active; recombinant PHOSPHO1, absorbance phosphatase assay; inhibition, % at 13.3 µM; in the data active means inhibition above about 60%
IMP-1 inhibitor – IMP-1 metallo-beta-lactamase inhibitors, primary screen, biochemical, epi-absorbance readout, Pseudomonas aeruginosa enzyme; metallo-beta-lactamase IMP-1 (Pseudomonas aeruginosa); purified IMP-1, nitrocefin hydrolysis, epi-absorbance fluorescence; inhibition, % at 5.6 µM; 290,000 tested, 0.45% active;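 active means inhibition above the mean plus 3 SD of all compounds in the same screening run, cut at about 4.5% in these data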;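 further: 0% = IMP-1 with DMSO and 100% = DMSO wells lacking enzyme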
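Material – recombinant IMP-1 enzyme, purified · Amount – IMP-1 0.2 nM before substrate addition · Medium – HEPES buffer pH 7.1 with ZnSO4 and Brij 35 · Timing – 25 °C, 15 min preincubation, 25 min reaction · Measured by – plate fluorescence quenching by hydrolysis product, ex 480/em 530 nm · Read-out – percent enzyme inhibition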
* = called active by the depositor; · = no result given. Some of the compounds tested, so the mix of outcomes need not match the whole.

Field names: A = MEKK3 PB1 HTS; B = FID counter; C = NS3 helicase inh; D = SUMO HTRF inh; E = VIM-2 inh; F = IDE act; G = p-CIP stab down; H = PHOSPHO1 block; I = IMP-1 inhibitor
O=C1/C(=N\S(=O)(=O)c2cccs2)C([n+]2cccc(Cc3ccccc3)c2)=C([O-])c2ccccc21
  A: 102; B: 2; C: -2; D: ·; E: -2.4; F: ·; G: -27; H: 12; I: -3.4

C=CCNC(=O)Nc1ccc(F)c(Cl)c1
  A: 108; B: -2; C: -5; D: 22; E: -2.4; F: 3; G: -8; H: 34; I: -2.2

Cc1ccc2c(c1)CC1(CN2C)C(=O)OC2(CCCCC2)OC1=O
  A: 103; B: -3; C: -5; D: 33; E: -2.7; F: -3; G: -19; H: 0; I: -2.5

CC(C)Oc1ccc(C2C(C(=O)c3ccco3)=C(O)C(=O)N2CCCN(C)C)cc1 (stereo unspecified)
  A: ·; B: -5; C: 0; D: ·; E: -3.0; F: ·; G: ·; H: ·; I: -1.7

CC1(C)C(=O)N(c2ccccc2F)C(=O)c2ccccc21
  A: 99; B: -12; C: 1; D: 18; E: -0.6; F: 1; G: -19; H: 28; I: -2.2

O=C(CN1CCN(c2ccccc2)CC1)Nc1cccc(C(F)(F)F)c1
  A: 103; B: -4; C: 7; D: 15; E: -1.2; F: -2; G: -9; H: -13; I: -4.7

CS(=O)(=O)c1ccc2nc(NC(=O)Nc3cccc(Cl)c3)sc2c1
  A: 97; B: 1; C: 8; D: 22; E: -1.9; F: 0; G: -10; H: 44; I: -0.9

O=C(O)c1cccc(Nc2nc(N3CCOCC3)nc(N3CCOCC3)n2)c1
  A: 104; B: -8; C: -12; D: -7; E: 0.1; F: -4; G: 0; H: 6; I: -2.1

COC(=O)C1C(=O)c2c([nH]c(C(=O)OCCOC(C)C)c2C)CC1C (stereo unspecified)
  A: 103; B: -20; C: 1; D: 7; E: -2.9; F: ·; G: 8; H: 4; I: -2.9

COc1ccc(N2CCN(C3CCCN(C(=O)c4cccc(C)n4)C3)CC2)cc1 (stereo unspecified)
  A: 104; B: -16; C: 4; D: -8; E: -1.9; F: 3; G: 2; H: 26; I: -3.1

Three of these compounds in a different format:
Compound	MEKK3 PB1 HTS	FID counter	NS3 helicase inh	SUMO HTRF inh	VIM-2 inh	IDE act	p-CIP stab down	PHOSPHO1 block	IMP-1 inhibitor
CC(C)Oc1ccc(C2C(C(=O)c3ccco3)=C(O)C(=O)N2CCCN(C)C)cc1 (stereo unspecified)	·	-5	0	·	-3.0	·	·	·	-1.7
CC1(C)C(=O)N(c2ccccc2F)C(=O)c2ccccc21	99	-12	1	18	-0.6	1	-19	28	-2.2
O=C(CN1CCN(c2ccccc2)CC1)Nc1cccc(C(F)(F)F)c1	103	-4	7	15	-1.2	-2	-9	-13	-4.7

Continuation.
Field names: A = MEKK3 PB1 HTS; B = FID counter; C = NS3 helicase inh; D = SUMO HTRF inh; E = VIM-2 inh; F = IDE act; G = p-CIP stab down; H = PHOSPHO1 block; I = IMP-1 inhibitor
CN(C)C(CNC(=O)c1ccc([N+](=O)[O-])cc1Cl)c1ccco1 (stereo unspecified)
  A: 99; B: 2; C: -5; D: 4; E: -1.7; F: 2; G: -1; H: 37; I: -0.9

Cc1nc(NC(=O)CSc2ccc(-c3nc4ccccc4[nH]3)cn2)sc1C
  A: 85; B: -3; C: -1; D: -7; E: -3.0; F: 0; G: 1; H: -13; I: -1.3

Oc1csc(Cc2nc(-c3ccc(Br)cc3)cs2)n1
  A: 98; B: -5; C: 2; D: 16; E: -1.2; F: -6; G: -4; H: -27; I: -2.3

NC(=O)CSc1nnc(COc2ccc3ccccc3c2)o1
  A: 109; B: -15; C: 12; D: 0; E: -2.6; F: 6; G: -1; H: 39; I: -2.8

CCn1c(SCC(=O)c2cc(C)n(CC3CCCO3)c2C)nc2ccccc21 (stereo unspecified)
  A: 99; B: -6; C: 12; D: 12; E: -1.8; F: -6; G: 6; H: 73*; I: -1.4

Cc1c(CC(C)C)nc(N)c(C#N)c1-c1ccccc1
  A: 104; B: -18; C: -5; D: 24; E: -3.2; F: 3; G: -8; H: -25; I: -3.6

O=C(COc1ncnc2ccccc12)c1ccc2c(c1)OCCO2
  A: 105; B: -2; C: 2; D: -13; E: -2.8; F: 7; G: 11; H: -15; I: -1.6

CC1(CCc2ccccc2)NC(=O)N(CC(=O)N2CC(=O)Nc3ccccc32)C1=O (stereo unspecified)
  A: 83; B: -21; C: -2; D: 16; E: -0.6; F: 5; G: -7; H: 12; I: -1.0

Cn1cnnc1SCC(=O)n1c2ccccc2c2ccccc21
  A: 106; B: 4; C: -2; D: 16; E: -0.9; F: -17; G: -3; H: 50; I: -1.8

CN1CCN(c2ccc(NC(=O)c3ccc(Oc4ccccc4)cc3)cc2)CC1
  A: 100; B: 20; C: -43; D: 0; E: 8.3*; F: -2; G: -13; H: 13; I: -3.5

Just VIM-2 inh, for two of the compounds above:
compound,VIM-2 inh
CS(=O)(=O)c1ccc2nc(NC(=O)Nc3cccc(Cl)c3)sc2c1,-1.9
O=C(O)c1cccc(Nc2nc(N3CCOCC3)nc(N3CCOCC3)n2)c1,0.1

Returning to the listing, repeating the three entries before the break.
Field names: A = MEKK3 PB1 HTS; B = FID counter; C = NS3 helicase inh; D = SUMO HTRF inh; E = VIM-2 inh; F = IDE act; G = p-CIP stab down; H = PHOSPHO1 block; I = IMP-1 inhibitor
CC1(CCc2ccccc2)NC(=O)N(CC(=O)N2CC(=O)Nc3ccccc32)C1=O (stereo unspecified)
  A: 83; B: -21; C: -2; D: 16; E: -0.6; F: 5; G: -7; H: 12; I: -1.0

Cn1cnnc1SCC(=O)n1c2ccccc2c2ccccc21
  A: 106; B: 4; C: -2; D: 16; E: -0.9; F: -17; G: -3; H: 50; I: -1.8

CN1CCN(c2ccc(NC(=O)c3ccc(Oc4ccccc4)cc3)cc2)CC1
  A: 100; B: 20; C: -43; D: 0; E: 8.3*; F: -2; G: -13; H: 13; I: -3.5

Cc1ccc(-n2[nH]c(C)c(C=Nc3ccc(C)cn3)c2=O)cc1
  A: 101; B: 2; C: -3; D: 24; E: 0.3; F: -2; G: -6; H: -13; I: -1.7

CCN1CCN(c2ccc(NC(=O)c3ccc(Br)o3)cc2)CC1
  A: 105; B: 3; C: 1; D: -2; E: 15*; F: 3; G: 3; H: ·; I: -0.6

COCn1c(C(O)c2ccccc2)cc2ccccc21 (stereo unspecified)
  A: 104; B: -6; C: -4; D: -3; E: 2.5; F: 0; G: 7; H: 25; I: 2.5

Cn1cccc1C(=O)OCc1ccc(F)cc1
  A: 107; B: -11; C: 0; D: 5; E: -0.7; F: 3; G: -6; H: -22; I: -3.1

C/C(=N/NS(=O)(=O)c1ccc(C(C)C)cc1)c1ccncc1
  A: 97; B: -4; C: -4; D: 6; E: -0.3; F: 1; G: -10; H: 38; I: -3.0

Cc1ccccc1NS(=O)(=O)c1ccc(N2CCCC2=O)cc1
  A: 100; B: -7; C: 1; D: -4; E: -0.5; F: 0; G: -1; H: 11; I: 0.1

CCOc1ccc(NC(=O)CC(NCc2ccccn2)C(=O)O)cc1 (stereo unspecified)
  A: 101; B: -10; C: 7; D: -38; E: -2.2; F: 1; G: 0; H: -22; I: -3.0

COc1ccc([N+](=O)[O-])cc1NC(=O)c1cccnc1
  A: 103; B: -1; C: -2; D: -8; E: -0.5; F: -5; G: -2; H: 45; I: -7.2

CNC(=O)CCn1nc(-c2ccc(C)cc2)c2ccccc2c1=O
  A: 104; B: -22; C: -7; D: 6; E: -0.5; F: -1; G: -8; H: 38; I: -3.8

Source: PubChem
